# mIAP activ – activators of mouse IAP, primary screen, biochemical, luminescence, uHTS. intestinal alkaline phosphatase [Mus musculus]. muIAP, CDP-Star luminescence, 30 min; active compounds read high; 1 = vehicle-only enzyme signal, 0 = enzyme-free wells. activation factor at 10 µM. 330,000 tested, 0.24% active. AID 2805, 2010;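 active = activation factor of at least 2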; also: the source names both 10 and 20 µM as test concentration; values of inactives mirror those of a sister screen read the other way
#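 System: Mouse IAP enzyme | Also added: CDP-Star substrate | Dosing: Compounds dispensed in DMSO | Schedule: 30 min enzyme-substrate-compound incubation at room temperature | Technique: Chemiluminescence readout | Control set: DMSO-only wells and no-enzyme negative control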
# tim10-1 inh – growth inhibitors of tim10-1 mutant yeast, primary screen, luminescence, uHTS; S. cerevisiae tim10-1 ts strain growth, BacTiter-Glo, 24 h; inhibition, % at 20 µM; 330,000 tested, 2.2% active; AID 463190, 2010;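 active = inhibition of at least 40%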;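 also: mutant grown at 25 °C; 0% = DMSO wells with yeast and 100% = wells holding no yeast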
# MIN6 prolif – inducers of MIN6 beta-cell proliferation, primary screen, ATP luminescence, uHTS. MIN6 cells proliferation, ATPlite luminescence, 48 h; cells starved in 0.2% serum; 100% = growth in 10% serum. 330,000 tested, 0.29% active. AID 2380, 2010. proliferation, % at 10 µM;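 active = compounds whose signal lies at least 3.5 SD above the mean of all wells on their plate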;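 also: 0% = DMSO-treated cells in low-serum medium and 100% = 10% serum control; some compounds called inactive have numbers as strong as hits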
# TIM10 inh – growth inhibitors of isogenic TIM10 control yeast, primary screen, counter-screen for tim10-1 yeast inhibitor project, luminescence, uHTS. S. cerevisiae TIM10 strain growth, BacTiter-Glo luminescence, 24 h. inhibition, % at 10 µM. 330,000 tested, 1.4% active. AID 463195, 2010;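 active = inhibition of 40% or more at the single tested concentration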;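 also: wild-type TIM10 isogenic control strain grown at permissive 25 °C; 0% = DMSO yeast wells and 100% = minimal medium wells without yeast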
# hIAP inh – human IAP inhibitors, primary screen, biochemical, luminescence, uHTS; Intestinal-type alkaline phosphatase (Homo sapiens), P09923; purified IAP, CDP-Star luminescence, 30 min; inhibition, % at 10 µM; 330,000 tested, 0.12% active; AID 2544, 2010;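 active = inhibition reaching a set limit with compound at 10 µM in the primary screen, cut at about 35% in these data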;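 also: plate controls were DMSO wells with enzyme for no effect and no-enzyme buffer wells for full effect; values of inactives mirror those of a sister screen read the other way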
# Target sequence (P09923 whole entry, looked up): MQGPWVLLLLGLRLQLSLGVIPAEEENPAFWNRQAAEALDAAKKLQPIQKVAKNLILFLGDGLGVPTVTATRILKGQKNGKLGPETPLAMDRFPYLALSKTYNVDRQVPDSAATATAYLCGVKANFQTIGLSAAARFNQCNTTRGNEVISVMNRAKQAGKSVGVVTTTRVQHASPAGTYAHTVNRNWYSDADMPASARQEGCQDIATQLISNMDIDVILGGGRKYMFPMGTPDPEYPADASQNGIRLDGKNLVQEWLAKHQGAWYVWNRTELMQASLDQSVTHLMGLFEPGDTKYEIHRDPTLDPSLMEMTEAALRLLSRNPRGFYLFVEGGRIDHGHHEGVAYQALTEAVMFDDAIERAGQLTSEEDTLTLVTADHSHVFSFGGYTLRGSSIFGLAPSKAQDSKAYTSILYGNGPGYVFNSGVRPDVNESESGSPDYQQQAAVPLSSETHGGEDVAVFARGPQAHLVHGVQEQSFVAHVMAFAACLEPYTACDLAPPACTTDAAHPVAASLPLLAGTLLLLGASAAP
# A3G deaminase – APOBEC3G DNA deaminase inhibitors, primary screen, biochemical, fluorescence, single-stranded DNA substrate, uHTS; 330,000 tested, 0.28% active; recombinant A3G, ssDNA deamination FAM/TAMRA fluorescence; DNA dC->dU-editing enzyme APOBEC-3G (Homo sapiens), Q9HC16; inhibition, % at 20 µM;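 active = inhibition of at least 40% at 20 µM, with no more than 30% in the related APOBEC3A deaminase screen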;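 also: plate controls were DMSO wells with A3G for no effect and wells lacking A3G enzyme for full effect; some compounds called inactive have numbers as strong as hits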
# Target sequence (Q9HC16 whole entry, looked up): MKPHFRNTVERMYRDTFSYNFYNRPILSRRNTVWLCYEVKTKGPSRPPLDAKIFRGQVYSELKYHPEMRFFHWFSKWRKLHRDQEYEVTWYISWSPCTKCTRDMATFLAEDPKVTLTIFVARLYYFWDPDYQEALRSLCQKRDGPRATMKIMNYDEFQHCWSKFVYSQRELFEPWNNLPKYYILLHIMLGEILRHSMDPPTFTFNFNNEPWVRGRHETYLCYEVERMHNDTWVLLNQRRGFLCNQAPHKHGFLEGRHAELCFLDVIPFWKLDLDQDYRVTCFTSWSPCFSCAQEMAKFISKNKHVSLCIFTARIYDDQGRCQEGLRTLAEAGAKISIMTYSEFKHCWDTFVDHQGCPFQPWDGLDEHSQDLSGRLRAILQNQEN
# NLRP3 yeast inh – NALP3 inflammasome inhibitors in reconstituted yeast, primary screen, luminescence, uHTS; Yeast reconstituted NLRP3/ASC/caspase-1, beta-gal luminescence, 24 h; inhibition, % at 10 µM; 330,000 tested, 0.39% active;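 active = inhibition of 50% or more; inactive = inhibition below 50%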;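 also: plate controls were induced DMSO wells for no effect and uninduced yeast grown without galactose for full effect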
# mIAP inh – inhibitors of mouse IAP, primary screen, biochemical, luminescence, uHTS; AID 2806, 2010; purified mouse IAP, CDP-Star luminescence, 30 min; intestinal alkaline phosphatase [Mus musculus]; inhibition, % at 10 µM; 330,000 tested, 0.2% active;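 active = inhibition of at least 40% at 10 µM in the primary screen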;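 also: plate controls were DMSO with enzyme for no effect and no enzyme wells for full effect; values of inactives mirror those of a sister screen read the other way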
# APOBEC3A inh – APOBEC3A ssDNA deaminase inhibitors, primary screen, selectivity assay for APOBEC3G inhibitor project, biochemical, FAM/TAMRA oligo cleavage fluorescence; DNA dC->dU-editing enzyme APOBEC-3A (Homo sapiens), P31941; recombinant A3A, FAM/TAMRA ssDNA deamination fluorescence; inhibition, % at 20 µM; 330,000 tested, 0.41% active;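 active = at least 40% inhibition at 20 µM here, with at most 30% in a related deaminase screen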;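 also: plate controls were A3A with DMSO for no effect and wells lacking A3A enzyme for full effect; some results filed as inactive read as strong as hits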
# Target sequence (P31941 whole entry, looked up): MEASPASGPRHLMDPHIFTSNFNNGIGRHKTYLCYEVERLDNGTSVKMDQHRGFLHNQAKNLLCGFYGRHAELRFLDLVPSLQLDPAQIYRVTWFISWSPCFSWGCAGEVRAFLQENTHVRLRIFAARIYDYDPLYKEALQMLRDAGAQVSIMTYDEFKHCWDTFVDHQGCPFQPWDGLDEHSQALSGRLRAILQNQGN
# * = called active by the depositor; x = not tested or not shown.
1. COc1cc(CC(=O)OCC(=O)NCc2ccc(C)cc2)cc(OC)c1OC
2. CC12CCC(CC1=O)C2(C)C (stereo not drawn)
3. CC(=O)c1cc2c(cc1NC(=O)CCn1cccc1)OCO2
4. CCc1nc(NC(=O)NS(=O)(=O)c2ccccc2C(=O)OC)nc(OC)n1
5. CC(Sc1nnc(-c2ccccc2F)n1C)C(=O)NC1CCCCC1 (stereo not drawn)
6. COc1ccc(NC(=O)CN(C)C(=O)CCCSc2nc3ccccc3[nH]2)cc1
7. CCN1CCN(c2cc(C)c3cc(NC(=S)N(CC)CC)ccc3n2)CC1
8. Cc1ccc(-n2nc3c(c2NC(=O)c2cccs2)CS(=O)(=O)C3)cc1C

Compound	1	2	3	4	5	6	7	8
mIAP activ	1	0.95	1	1.1	1	0.99	1	1
tim10-1 inh	-3	-7	26	10	11	-18	-1	2
MIN6 prolif	-2	-1	-2	-1	-1	4	-1	-2
TIM10 inh	-2	2	10	-8	4	1	0	4
hIAP inh	-5	3	16	-9	-6	-4	0	23
A3G deaminase	-4	-6	4	-9	-1	-11	-5	9
NLRP3 yeast inh	10	14	36	-5	1	18	-1	20
mIAP inh	-2	5	0	-6	-4	1	0	-3
APOBEC3A inh	0	6	-3	-3	0	-1	0	-5

9. c1ccc2c(c1)NC(c1ccncc1)n1c-2nc2ccccc21 (stereo not drawn)
10. COc1ccc(OC)c(NC(=O)CNC(=O)Cn2ccc3ccccc3c2=O)c1
11. CCOC(=O)c1c(C)[nH]c(C)c1C(=O)COC(=O)c1sccc1C
12. C/C(=N\NC(=O)c1nnn(-c2nonc2N)c1CN1CCC(C)CC1)c1cccc(Br)c1
13. COc1cc(SC)ccc1C(=O)Nc1ccc2c(c1)CCN2S(C)(=O)=O
14. O=C(NC1CCCCC1)C(c1cccs1)N(CC1CCCO1)C(=O)c1csnn1 (stereo not drawn)
15. Cc1cccc2cc(C#N)c(NCCCNS(=O)(=O)c3ccc(Cl)cc3)nc12
16. COc1ccc2nc(C)[nH]c(=O)c2c1

Compound	9	10	11	12	13	14	15	16
mIAP activ	1	0.95	1.2	0.96	0.89	1.1	0.97	0.94
tim10-1 inh	13	7	19	22	11	11	-11	-15
MIN6 prolif	0	-3	0	-1	-3	-1	-5	-4
TIM10 inh	3	-5	14	-7	24	-2	1	-1
hIAP inh	-2	-6	-17	-16	22	-6	-20	5
A3G deaminase	-8	-9	-2	-2	-6	1	-6	-7
NLRP3 yeast inh	5	7	18	7	9	9	-8	6
mIAP inh	-4	5	-15	4	11	-11	3	6
APOBEC3A inh	-2	-2	-1	-1	-4	2	-5	-4

17. O=C(Cc1c[nH]c2ccccc12)Nc1nccs1
18. N#CC1=C(N)Oc2cc(N)ccc2C1c1ccc(F)cc1F (stereo not drawn)
19. CCc1nnc(NC(=O)CCC(=O)N2CCN(Cc3ccc(F)cc3)CC2)s1
20. COc1ccc(C(=O)N2CCN(C3CCCCC3)CC2)cc1OC
21. CC(Sc1nnc(C2CC2)n1C)C(=O)Nc1ccc(N2CCOCC2)cc1 (stereo not drawn)
22. COc1ccc(CN2CCOC2=O)cc1OC
23. CN(C)C(=O)c1ccc(-c2cc3onc(-c4ccccc4)c3c(=O)n2C)cc1
24. COc1ccc(NS(=O)(=O)c2ccc3oc4ccccc4c3c2)cn1

Compound	17	18	19	20	21	22	23	24
mIAP activ	0.88	1.1	0.98	1	1	1	0.91	1.1
tim10-1 inh	2	-35	-6	0	-14	7	-29	44*
MIN6 prolif	-1	-1	-2	-4	0	5	-3	-4
TIM10 inh	0	-16	6	1	6	5	0	24
hIAP inh	-6	-1	-16	-6	-2	8	-4	-7
A3G deaminase	7	-7	-1	-2	-4	-7	-4	4
NLRP3 yeast inh	1	20	0	4	15	-5	-6	10
mIAP inh	12	-7	2	0	-1	0	10	-11
APOBEC3A inh	3	-7	-2	-4	3	-2	31	-9

25. Fc1ccc(N2CCN(C3CCC(c4ccccc4)CC3)CC2)cc1 (stereo not drawn)
26. O=C(Nc1nnc(C2CC2)s1)c1cc(-c2ccccc2)nn1-c1ccccc1
27. O=C(O)/C(=C\c1ccco1)NC(=O)c1ccc(Br)o1
28. COc1ccc(-n2cnnc2SCC(=O)N(C)c2ccccc2)cc1
29. CC1(C)CN(c2ccc(F)cc2)C1=O
30. COc1cccc(C2CC(c3ccccc3)=NN2S(=O)(=O)c2ccccc2)c1OC (stereo not drawn)
31. Cc1ccc(-c2nc3ccc([N+](=O)[O-])cc3[nH]2)cc1
32. NC(=O)CSc1nnc(-c2ccco2)n1N

Compound	25	26	27	28	29	30	31	32
mIAP activ	0.92	0.96	0.92	1	1	0.92	1.1	0.99
tim10-1 inh	-20	37	-3	-5	2	30	-14	-9
MIN6 prolif	-3	-3	-3	0	-1	-1	-3	-2
TIM10 inh	-17	22	11	16	-5	15	-1	-5
hIAP inh	-26	-3	6	1	-2	11	-5	1
A3G deaminase	-4	-1	-8	-8	0	0	-4	-8
NLRP3 yeast inh	29	15	3	0	3	11	25	9
mIAP inh	8	4	8	0	-1	8	-9	0
APOBEC3A inh	-3	-1	6	-5	5	0	-1	-6

# Reprinted at random: 2 entries already listed.
27. O=C(O)/C(=C\c1ccco1)NC(=O)c1ccc(Br)o1
25. Fc1ccc(N2CCN(C3CCC(c4ccccc4)CC3)CC2)cc1 (stereo not drawn)

Compound	27	25
mIAP activ	0.92	0.92
tim10-1 inh	-3	-20
MIN6 prolif	-3	-3
TIM10 inh	11	-17
hIAP inh	6	-26
A3G deaminase	-8	-4
NLRP3 yeast inh	3	29
mIAP inh	8	8
APOBEC3A inh	6	-3

# Carrying on:
33. COc1cc(OC)c(OC)cc1CNCC1COc2ccccc2O1 (stereo not drawn)
34. COc1ccccc1OCC(=O)Nc1ccc(S(=O)(=O)Nc2nc(C)cc(C)n2)cc1
35. C=CCOC(=O)c1ccc(-n2cncn2)nc1
36. COc1ccc2[nH]c(C(=O)NCc3ccc4c(c3)OCO4)cc2c1
37. O=C(C1COc2ccccc2O1)N1CCN(c2nc3ccc([N+](=O)[O-])cc3s2)CC1 (stereo not drawn)
38. COc1ccc(Cl)cc1NC(=O)CCS(=O)(=O)c1ccc(Br)cc1
39. C[C@@H]1CN([C@H](C)CO)C(=O)c2cc(NC(=O)Nc3ccc(C(F)(F)F)cc3)ccc2O[C@H]1CN(C)S(=O)(=O)c1cccs1
40. CCCS(=O)(=O)N1CCN(C(=O)c2ccccc2F)CC1

Compound	33	34	35	36	37	38	39	40
mIAP activ	1.1	0.98	0.97	1.4	0.91	1	1.7	1
tim10-1 inh	-16	16	4	-13	-20	30	12	-8
MIN6 prolif	-2	-3	5	1	-2	2	-6	-1
TIM10 inh	-6	18	2	-2	-7	19	-1	1
hIAP inh	-11	9	-15	-2	-12	10	0	3
A3G deaminase	-6	-7	-1	-8	-4	75	-10	1
NLRP3 yeast inh	14	-4	-4	31	15	18	1	-2
mIAP inh	-10	2	2	-43	9	-3	-69	-4
APOBEC3A inh	4	-3	-1	-3	4	97	-4	1

41. COc1ccccc1N(C)S(=O)(=O)c1ccc(Cl)c(C(=O)N2CCC2)c1
42. COc1ccc(C(CNc2ccc(C(F)(F)F)cn2)N(C)C)cc1OC (stereo not drawn)
43. O=S1(=O)CCC(N=Cc2cc(Br)ccc2O)C1 (stereo not drawn)
44. Cc1cc(-c2nnc3sc(C4CCCCC4)nn23)n[nH]1
45. CC(=O)Nc1ccc(N(C(=O)Cc2c[nH]c3ccccc23)C(C(=O)NC2CCCCC2)c2ccco2)cc1 (stereo not drawn)
46. COCCSc1ccccc1C(=O)Nc1cc(C)on1
47. CCCn1nc(NC(=O)c2ccccn2)c2cc3cc(C)ccc3nc21
48. CNC(=S)NNC(=O)c1sc(-c2cc(C)on2)nc1C

Compound	41	42	43	44	45	46	47	48
mIAP activ	0.98	1	0.99	0.98	1	0.99	0.95	0.94
tim10-1 inh	-10	1	31	-3	11	-4	6	-4
MIN6 prolif	2	0	1	-2	0	-3	1	-1
TIM10 inh	3	-18	30	-13	11	6	7	12
hIAP inh	3	-16	-11	-20	10	-8	-9	-8
A3G deaminase	-8	-7	-3	-11	0	10	-4	-8
NLRP3 yeast inh	16	3	17	17	10	6	5	15
mIAP inh	2	0	1	2	-4	0	5	6
APOBEC3A inh	-1	-1	-7	-1	-2	1	-2	-1

49. O=C(/C=C/c1ccco1)NCC(=O)N/N=C/c1ccc(Cl)cc1
50. CC(=O)O[C@H]1CC[C@H]2[C@@H]3CCc4cc(O)ccc4[C@H]3CC[C@]12C
51. CCOC(=O)C1=C(C)c2ccccc2OC1(C(=O)OCC)C(C)C (stereo not drawn)
52. C/C(=N\NC(=O)c1c(Cl)c(C)nn1C)c1ccc(NC(=O)C2CCC2)cc1
53. CN1CCN(NC(=S)Nc2ccc(Oc3ccccc3)cc2)CC1
54. CN(C)c1ccc(NC(=O)CCn2c(=S)oc3ccccc32)cc1
55. N#CCCN(C(=O)COC(=O)CNC(=O)c1ccc(-c2ccccc2)cc1)c1ccc(F)cc1
56. CN1CCC(N(C)C(=O)c2cccc(S(=O)(=O)N3CCOCC3)c2)CC1

Compound	49	50	51	52	53	54	55	56
mIAP activ	0.97	1.1	1.1	0.93	0.9	1	0.94	1
tim10-1 inh	23	30	11	14	13	12	8	-10
MIN6 prolif	-1	-4	x	-7	0	1	-5	6
TIM10 inh	21	6	-12	19	20	16	1	-3
hIAP inh	0	12	x	-10	-10	-21	6	10
A3G deaminase	-1	2	2	-3	-5	-2	-6	-3
NLRP3 yeast inh	9	25	x	19	11	11	-9	3
mIAP inh	2	-5	-8	7	10	-4	6	-1
APOBEC3A inh	0	2	2	0	-2	2	-4	-2

# Of the compounds above, these contain a CF3 group.
39. C[C@@H]1CN([C@H](C)CO)C(=O)c2cc(NC(=O)Nc3ccc(C(F)(F)F)cc3)ccc2O[C@H]1CN(C)S(=O)(=O)c1cccs1
42. COc1ccc(C(CNc2ccc(C(F)(F)F)cn2)N(C)C)cc1OC (stereo not drawn)

Compound	39	42
mIAP activ	1.7	1
tim10-1 inh	12	1
MIN6 prolif	-6	0
TIM10 inh	-1	-18
hIAP inh	0	-16
A3G deaminase	-10	-7
NLRP3 yeast inh	1	3
mIAP inh	-69	0
APOBEC3A inh	-4	-1

# Following part.
57. C/C(=N\NC(=O)c1c[nH]c2ccccc12)c1ccc2c(c1)OCO2
58. NC1=NC(=O)C(CC(=O)NCc2ccccc2)S1 (stereo not drawn)
59. Cc1ccc2c(C)c(C(=O)N3CCN(Cc4ccccn4)CC3)oc2c1C
60. Cc1ccc(C(=O)NN2C(=O)/C(=C/c3cccn3C)SC2=S)cc1

Compound	57	58	59	60
mIAP activ	1.1	0.87	0.92	0.82
tim10-1 inh	2	7	37	-4
MIN6 prolif	1	2	3	1
TIM10 inh	16	4	6	-8
hIAP inh	21	5	-3	23
A3G deaminase	-4	-5	-3	5
NLRP3 yeast inh	5	2	31	28
mIAP inh	-6	13	8	18
APOBEC3A inh	-2	-2	0	1
